Bioassay records as filed in PubChem BioAssay.
Thrombin inh: thrombin (human) inhibition; 220,000 tested, 0.26% active; inhibition, % at 5 µM; alpha-thrombin, Boc-VPR-AMC fluorogenic substrate cleavage; AID 1046; P00734;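 active = inhibition at or above 40%; inactive = inhibition below 40%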;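 also: 0% = enzyme with no compound and 100% = wells without enzyme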
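Assay system: human alpha-thrombin enzyme. Reagent: Boc-VPR-AMC substrate, 15 µM final. Compound dosing: one concentration per compound, 5 µM, with 0.2% DMSO. Incubation: room-temperature reaction. Technique: AMC fluorescence, 355/460 nm. Measure: % inhibition relative to enzyme controls and enzyme-free blanks.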
hK5 inh: kallikrein 5 (human) inhibition; Q9Y337; inhibition, % at 5 µM; AID 873; 210,000 tested, 0.59% active; recombinant hK5, fluorogenic AMC substrate cleavage;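 active = inhibition of 40% or more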;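 also: 0% = enzyme controls without compound and 100% = no-enzyme blanks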
Target sequence (Q9Y337 67-293 limits assumed): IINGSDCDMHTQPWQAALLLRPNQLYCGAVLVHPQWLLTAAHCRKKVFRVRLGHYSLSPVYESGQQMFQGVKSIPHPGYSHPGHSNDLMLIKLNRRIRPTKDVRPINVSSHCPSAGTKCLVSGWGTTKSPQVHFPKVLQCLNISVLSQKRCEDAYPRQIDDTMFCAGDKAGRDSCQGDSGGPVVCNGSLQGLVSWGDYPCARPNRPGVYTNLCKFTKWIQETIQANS
14-3-3 Bad PPI: disrupts binding of bovine 14-3-3 zeta to phospho-Bad peptide; AID 781; 220,000 tested, 0.71% active; TR-FRET 14-3-3zeta/Dy647-pBad peptide displacement, 1 h; inhibition, % at 21.7 µM;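 active = inhibition above about 70%, limit read from the data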;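 also: 0% = full 14-3-3 plus peptide FRET controls and 100% = background without 14-3-3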
Target sequence (P63103 whole entry, looked up): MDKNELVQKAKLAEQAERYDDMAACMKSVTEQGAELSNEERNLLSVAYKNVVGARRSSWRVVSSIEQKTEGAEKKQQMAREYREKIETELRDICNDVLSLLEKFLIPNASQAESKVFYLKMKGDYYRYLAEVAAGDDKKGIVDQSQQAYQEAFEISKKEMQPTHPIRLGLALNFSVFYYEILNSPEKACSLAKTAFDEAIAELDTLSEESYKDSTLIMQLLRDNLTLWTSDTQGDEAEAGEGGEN
eIF4E-4G inh: inhibitors of eIF4E and eIF4G interaction in translation initiation; inhibition, % at 21.7 µM; TR-FRET eIF4E-eIF4GI(517-606) binding, 2 h; 220,000 tested, 0.37% active; AID 782; P63073+Q04637;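 also: 0% = full FRET control wells and 100% = background wells lacking eIF4GI fragment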
Rad51 HR inh: Rad51 (human) homologous recombination inhibition; Q06609; hRad51 DNA strand exchange, fluorescence dequenching; inhibition, % at 10 µM; 200,000 tested, 0.085% active;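 active = inhibition above 40% at the single screening dose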;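 also: 0% = DMSO control wells and 100% = blanks with heterologous ssDNA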
Target sequence (Q06609 whole entry, looked up): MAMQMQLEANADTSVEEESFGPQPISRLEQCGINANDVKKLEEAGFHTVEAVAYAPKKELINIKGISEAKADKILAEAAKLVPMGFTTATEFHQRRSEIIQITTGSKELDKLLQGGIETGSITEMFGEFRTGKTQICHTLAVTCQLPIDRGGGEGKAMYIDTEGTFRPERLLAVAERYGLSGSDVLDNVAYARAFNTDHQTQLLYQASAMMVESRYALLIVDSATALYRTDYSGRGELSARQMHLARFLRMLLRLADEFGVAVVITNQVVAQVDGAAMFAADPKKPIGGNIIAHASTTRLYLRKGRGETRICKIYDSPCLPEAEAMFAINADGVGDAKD
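System: hRad51 filaments on single-stranded DNA; reagent: Fluorescein- and BHQ1-tagged 47-mer duplex; compound dosing: one concentration, 10 µM final; timing: filaments 15 min 37 °C, then compound 30 min; measured by: fluorescein emission 520 nm, excitation 485 nm; benchmarks: per-plate controls and blanks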
Furin inh: blocks human furin protease activity; AID 463115; P09958; purified furin, fluorogenic substrate cleavage; 220,000 tested, 0.061% active; inhibition, % at 30 µM; in the data active = inhibition above about 25%; also: inactives centre near -15
EBV gp42 block: EBV gp42 inhibition | 220,000 tested, 0.42% active | Fluorescence polarization binding assay, mP read-out | inhibition, % (tested at 21.74 µM) | Q1HVG2; in the data active = inhibition above about 50%
Target sequence (Q1HVG2 whole entry, looked up): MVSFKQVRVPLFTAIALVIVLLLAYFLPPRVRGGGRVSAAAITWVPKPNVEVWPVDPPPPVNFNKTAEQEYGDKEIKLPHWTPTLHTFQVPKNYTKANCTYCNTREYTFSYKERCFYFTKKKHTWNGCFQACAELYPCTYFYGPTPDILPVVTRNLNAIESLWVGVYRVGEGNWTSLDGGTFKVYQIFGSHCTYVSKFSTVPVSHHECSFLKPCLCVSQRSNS
Cl transport mod: modulators of human KCC2 chloride dependent transport | Q9H2X9 | KCC2 cells, thallium flux FluoZin-2 fluorescence | B-score of Tl+ flux slope (higher = more flux/activation; lower = inhibition) at 10 µM | 190,000 tested, 2.2% active | AID 1456;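 active = thallium flux slope and its plate-corrected score both differing from the plate sample mean at a set confidence after two filtering rounds, in either direction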;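 also: slope of fluorescence scaled to starting intensity during 10 to 20 s after thallium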
p47phox inh: p47phox (human) inhibition | P14598 | p47phox/p22phox peptide binding, fluorescence polarization, 2 h | inhibition, % at 24.7 µM | 220,000 tested, 0.53% active;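 also: 0% = p47phox with labelled peptide and 100% = labelled peptide alone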
Starred values were filed as active, the others as inactive; x = not tested or not shown; [ ] = remark or other dose.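 The calls were made as follows, unless noted: active = inhibition above about 30% (limit read from the data); inactive = the rest.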

SMILES	Thrombin inh	hK5 inh	14-3-3 Bad PPI	eIF4E-4G inh	Rad51 HR inh	Furin inh	EBV gp42 block	Cl transport mod	p47phox inh
CCc1c(C)nc2c(C)cccc2c1SCCC#N	-1	1	-11	-1	1	-20	-7	-0.18	-11
COc1ccc2c(c1)c(=O)oc1c(C)c(OCC(=O)N3CCc4ccccc4C3)ccc12	32	25	-9	-16	x	-16[20 µM]	-40	0.0074	9
COC(=O)c1[nH]c(C)c(/C(O)=C2\C(=O)C(=O)N(CCN3CCOCC3)C2c2ccccc2OC)c1C (centres undefined)	0	2	-4	-1	-2	-11	7	-0.14	-10
Cc1cc(C)cc(Nc2c(F)c(F)c(F)c(F)c2C(=O)O)c1	-4	-4	-4	1	-1	-23	-19	0.21	-16
COc1ccc(Br)cc1S(=O)(=O)Nc1cccc(C)n1	-9	3	-6	0	4	-35	0	1.4	7
CCOc1cc(S(=O)(=O)n2c(C)nc3ccccc32)ccc1F	1	-3	-3[fluorescence artefact?]	4[fluorescence artefact?]	0	-1[20 µM]	-10	1.3	-7
S=C(NCCCn1ccnc1)Nc1cccc(Cl)c1	2	x	-4	1	x	-33	-11	0.0081	-5
COC(=O)c1cc(NC(=O)CN2CCC(C(N)=O)(N3CCCCC3)CC2)cc(C(=O)OC)c1	-5	-18	-5[fluorescence artefact?]	-2	5	-22[20 µM]	-4	0.24	-9
COC(=O)C1=C(C)Nc2nc3ccccc3n2C1c1ccccc1F (centres undefined)	-5	-5	5	-3	10	-11	12	0.44	-3
CCCOc1ccc(/C=N/Nc2ccccc2[N+](=O)[O-])c(O)c1	-3	-7	-25[fluorescence artefact?]	7	3	-9	-18	-0.31	-12
CC1(C)Cc2c(sc3c2c(=N)n(Cc2ccco2)c(=O)n3Cc2ccc(F)cc2)CO1	-4	2	9	6[fluorescence artefact?]	9	-21	5	-1.8	-11
COc1ccc(Nc2ncnc3sc(-c4ccccc4)cc23)c(OC)c1	1	-7	-2	0	-2	-14	-11	-0.17	-12
C[C@H](NC(=O)[C@@H]1CCC(=O)N1Cc1ccco1)c1ccccc1	-2	x	-4	-4	x	-25	9	x	-8
CCOC(=O)c1sc2nc(C)nc(NCCc3ccccn3)c2c1C	-11	-6	-3	5	6	-11	0	-0.7	-4
CCN1CCN(c2nc3c(c(=O)[nH]c(=O)n3C)n2CCSc2nc3ccccc3s2)CC1	-5	-4	2	-4	-2	-14	-23	-0.56	-2
CC(C)NCC(O)COc1ccc2c(c1)CCC2 (centres undefined)	-2	-25	-11[fluorescence artefact?]	5[fluorescence artefact?]	x	-21	-24	1.1	-10
CCOc1ccc(S(=O)(=O)N(CC(=O)N/N=C/c2ccc(-c3ccc([N+](=O)[O-])cc3)o2)c2ccccc2)cc1	-1	-67	56	16	1	-18[20 µM]	-16	-0.075	-32
N#Cc1c(NC(=O)CSc2nc(N)cc(=O)[nH]2)sc2c1CCCCCC2	-2	-33	-10[fluorescence artefact?]	-12	-2	-15[20 µM]	-4	x	-11
O=C(/C=C/c1ccc(F)cc1)N1CCN(c2ccccn2)CC1	-3	-9	-2[fluorescence artefact?]	11	5	-10	-17	-1.4	-10
CNC(=O)CSc1nnc(C(C)C)n1C	-8	-1	-7	1	-12	-12	3	0.98	-6
CCNC(=O)N1C(CC(=O)OCC)C(=O)NC2CCCCC21 (centres undefined)	-6	-17	-5	-2	7	-8[20 µM]	-9	-0.17	-6
Cc1nc(-c2ccc(NC(=O)c3ccccc3C)cc2)cs1	1	x	-9	-1	23	-24	-12	-0.57	-3
CCOC(=O)C1C(=O)OC2(CCOC(C)(C)C2)C1C(=O)OCC (centres undefined)	-2	-24	-3	5	4	-22	-3	x	-12
COc1ccc(-n2nc3c(c2NC(=O)C24CC5CC(CC(C5)C2)C4)CS(=O)C3)cc1 (centres undefined)	-8	-10	5	-2	1	-17	2	0.97	-10
COc1ccc(CNCC(O)(c2ccc(Cl)cc2)c2ccc(Cl)cc2)cc1	3	-6	0	-6	3	-14[20 µM]	-24	x	-13
CC(C)OC(=O)c1c(N)n(CCCN2CCOCC2)c2nc3ccccc3nc12	-13	-157	1	-2	3	-34[20 µM]	-11	-0.63	-6
Cc1ccc(NC(=O)CN(C)S(=O)(=O)c2cccc3cccnc23)cc1	13	12	-6	3	3	-12	-16	-0.75	-6
O=C(CCN1CCN(CCO)CC1)Nc1cccc(Br)c1	0	0	-6	-4	2	-10	-13	-0.22	-22
CN(C=O)CP(=O)(O)CN1CCCCC1	1	-10	15	-8	x	-23[20 µM]	-5	1.4	-12
N#Cc1c(Cl)c(Cl)c2nnc(-c3ccc(Br)cc3)n2c1Cl	-3	20	95*[fluorescence artefact?]	36*[fluorescence artefact?]	5	-2[20 µM]	44	-0.32	-97
CCOC(=O)C1=C(O)C(=O)N(CCCn2ccnc2)C1c1ccc(C)cc1 (centres undefined)	-4	1	-9	-1	-43	-15	-6	-0.9	0
O=C(Cc1ccc(F)cc1)N1CCN=C1SCc1cccc([N+](=O)[O-])c1	-4	-8	-9	-2	x	-13	-4	-0.79	x
COC(=O)c1cc(F)c(-n2cncn2)c(F)c1	2	-8	-5	-3	-5	-18[20 µM]	-19	x	-1
Oc1oc(-c2ccccc2)nc1C=Nc1cccc2ccccc12	1	-6	-2	-3	-4	-7[20 µM]	75*	-0.7	-21
O=C(O)CC(CC(=O)Nc1ccc(-n2ccc(C(F)(F)F)n2)cc1)c1ccccc1 (centres undefined)	-7	6	2	-4	-4	-14	-2	0.23	1
Cc1cc(/C=C2\SC(=Nc3ccccc3)NC2=O)c(C)n1-c1ccc(S(N)(=O)=O)cc1	19	-9	-3	6	-13	-11[20 µM]	-40	x	-77
Cc1ccc(NS(=O)(=O)c2ccc(N/N=C/c3ccncc3)c([N+](=O)[O-])c2)c(C)c1	-11	-12	-19[fluorescence artefact?]	4	1	-21	2	1.7	11
Cc1ccc(S(=O)(=O)N2CCN(S(=O)(=O)c3ccc(C)cc3)C3OCCOC32)cc1 (centres undefined)	-7	-19	-11[fluorescence artefact?]	-13	-3	-5	-6	x	-9
Oc1c(CN2CCOCC2)cc(-c2ccccc2)cc1CN1CCOCC1	4	-6	-6[fluorescence artefact?]	2	-2	-27	-21	1	-2
N#CNC(=Nc1ccccc1)SCc1ccc(C(=O)O)cc1	-3	-2	-4	0	1	-12	-10	x	0
O=C(Nc1ccc(C(=O)O)cc1)Nc1ccc(F)cc1F	-3	1	-17	1	1	-19	-6	2.7	-14
CSCCC(NS(=O)(=O)c1ccc(F)cc1)C(=O)NCc1ccc(S(N)(=O)=O)cc1 (centres undefined)	1	-2	-3	-6	10	-26	-3	1.5	-5
CC(C)(C)n1ncc2c(=O)n(CC(=O)N3CCCCCC3)cnc21	5	-6	8	14	5	-17	-14	0.016	-8
CCCN1CCC(NC(=O)Nc2ccc(F)cc2F)CC1	-3	-9	2[fluorescence artefact?]	2[fluorescence artefact?]	-4	-4[20 µM]	-12	-0.13	1
Cc1cc2c(sc3c(C)ccc(C)c32)c(C)n1	-2	1	0	3	13	-15	-12	0.69	-3
COc1ccc(NC(=O)c2ccc(-c3ccccc3Cl)o2)cc1	1	-8	3	2	2	-15	-6	-0.57	-14
CC1(C)CC(=O)C2=C(C1)OC(/N=C/N1CCCC1)=C(C#N)C2c1ccccc1 (centres undefined)	0	-1	3	-4	16	-12	-17	0.014	-23
CSC1=N/C(=C\c2ccccc2Cl)C(=O)N1N(C)C	-6	-3	3	3	-1	-29	-6	0.44	-8
Cc1ccc(C2CC(C(F)(F)F)n3nc(C(=O)NCc4c(C)nn(C)c4C)c(Cl)c3N2)cc1 (centres undefined)	1	-9	-1[fluorescence artefact?]	1	-4	-29	-9	-2.7	-12
COC(=O)CSc1nnc(CNC(=O)c2cc(OC)cc(OC)c2)n1-c1ccc(F)cc1	-6	-8	-10	-4	-4	-27	-8	-1.7	-1

4 entries from above, sorted by heavy-atom count, descending.
SMILES	Thrombin inh	hK5 inh	14-3-3 Bad PPI	eIF4E-4G inh	Rad51 HR inh	Furin inh	EBV gp42 block	Cl transport mod	p47phox inh
Cc1ccc(C2CC(C(F)(F)F)n3nc(C(=O)NCc4c(C)nn(C)c4C)c(Cl)c3N2)cc1 (centres undefined)	1	-9	-1[fluorescence artefact?]	1	-4	-29	-9	-2.7	-12
COC(=O)CSc1nnc(CNC(=O)c2cc(OC)cc(OC)c2)n1-c1ccc(F)cc1	-6	-8	-10	-4	-4	-27	-8	-1.7	-1
CSCCC(NS(=O)(=O)c1ccc(F)cc1)C(=O)NCc1ccc(S(N)(=O)=O)cc1 (centres undefined)	1	-2	-3	-6	10	-26	-3	1.5	-5
Cc1cc2c(sc3c(C)ccc(C)c32)c(C)n1	-2	1	0	3	13	-15	-12	0.69	-3

More compounds.
SMILES	Thrombin inh	hK5 inh	14-3-3 Bad PPI	eIF4E-4G inh	Rad51 HR inh	Furin inh	EBV gp42 block	Cl transport mod	p47phox inh
Cc1cc2nc(-c3ccc(SCC(=O)N4CCOCC4)nc3)[nH]c2cc1C	5	0	4	6	3	-15[20 µM]	-20	-1.2	-17
COc1ccccc1Nc1nc(-c2ccccc2O)nc2ccccc12	-7	-2	-14	-10	1	-26	0	0.67	-2
N#Cc1ccc(-c2nc3cc(C#N)c(C#N)cc3nc2-c2ccccc2)cc1C#N	3	-4	-11	4	12	-4	-5	-0.067	-10
CCC(C)(C)NC(=O)C(c1cccs1)N(CC1CCCO1)C(=O)Cn1nnc2ccccc21 (centres undefined)	-6	-17	9	5	7	-24	-5	0.27	-9
CCCCn1nnnc1NCc1ccc(C)s1	-4	-6	-1	3	0	-19[20 µM]	8	0.16	6
Cc1ccc2cc(CCNC(=O)c3cc4ccccc4o3)c(=O)[nH]c2c1C	16	33	7	3	5	-23	-2	0.28	-5
CCOC(=O)C1CCCN(C(=O)c2ccccc2SCCOC)C1 (centres undefined)	-2	-16	-8	-6	3	-18[20 µM]	-6	0.43	-7
CN1Cc2cc(C(=O)c3ccccc3O)cnc2NC1=O	1	-5	-7[fluorescence artefact?]	-7[fluorescence artefact?]	-6	-25[20 µM]	-1	0.5	-12
N#CCOc1nc(N2CCCC2)nc(N2CCCC2)n1	-3	-15	12	2	4	-10[20 µM]	-24	0.088	-2
Cc1ccc(C)c(NC(=O)Cn2c(=O)n(-c3ccc(CC(=O)NCC4CCCO4)cc3)c(=O)c3ccccc32)c1 (centres undefined)	-4	-3	-11	0	1	-29	-3	x	-6
COc1ccc(C=O)cc1COc1ccc(C)cc1[N+](=O)[O-]	-4	2	-2	4	2	-8[20 µM]	-11	-0.1	-8
CCOc1ccc(-c2nc[nH]c2[N+](=O)[O-])cc1	-27	-6	-3	0	1	-22	-15	-0.0097	-20
CCCc1nnc(SCC(=O)N2CCCCC2)n1CCCOC	1	0	-11	-12	6	-10[20 µM]	-10	-0.64	-3
COc1cccc(CNCC(O)(c2ccc(Cl)cc2)c2ccc(Cl)cc2)c1	0	-6	-1	-4	1	-20[20 µM]	-7	x	-5
O=C(Nc1ccc2ccccc2c1)N1CCCN(CCOc2ccccc2)CC1	1	-6	2	5	15	-5	-8	-0.99	-2
Cc1nnnn1/C(=C\c1ccccc1)C(=O)OCC(=O)N1CC2(C)CC1CC(C)(C)C2 (centres undefined)	-5	-16	-13[fluorescence artefact?]	1	3	-15	-27	0.078	-10
COCCNC(=O)Cn1nc(C(F)(F)F)c(Br)c1C	1	3	-9	2[fluorescence artefact?]	2	-14	-6	0.26	-17
O=C(CSc1ccccc1)N1CCN(c2ccccc2)CC1	4	-16	-10	-6[fluorescence artefact?]	10	-16[20 µM]	-4	x	-6
